PLK1 PBD inh = blocks phosphopeptide binding to human Plk1 polo box domain. inhibition, %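 (tested at about 20 µM)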. hit rate 0.13% among 97,000. P53350. Plk1 PBD phosphopeptide binding, fluorescence polarization; in the data active means inhibition above about 34%, passing the limit was not always enough
HIV Rev-RRE inh = inhibitors of HIV-1 Rev-RRE RNA interaction; P05866; hit rate 0.79% among 97,000; inhibition, % at 8 µM; Rev peptide-RRE RNA binding, FRET;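 active means inhibition above the screen-wide mean plus 3 SD, cut at about 35% in these data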;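 further: 0% = median DMSO wells and 100% = median Neomycin B control wells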
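Assay system: Labelled RRE RNA duplex and labelled Rev peptide | Times: 5 min preincubation and 15 min binding, 25 °C | Detection: FRET, ex 480 nm, em 540 and 671 nm | Evaluation: % inhibition of FRET ratio versus controls | Benchmarks: DMSO wells as 0% and neomycin B wells as 100% inhibition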
Pyk2 oligo antag = Pyk2 (human) oligomerization antagonism | Q14289 | Q293 cells, Pyk2 FERM NanoBiT luminescence; active compounds read low | z-score (the deposit names both 25 µM and 10 µM) | hit rate 0.83% among 99,000;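 active means Z-score of -3 or lower, scaled per plate to the spread of control and sample wells; inactive means z-score above -3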;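 further: negative z-score means lost luminescence so less FERM oligomerization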
PTPN22 inh 2 = inhibitors of human LYP (PTPN22) phosphatase; Q9Y2R2; recombinant LYP catalytic domain, DiFMUP fluorescence; inhibition, % at 2 µM; hit rate 0.21% among 96,000;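 active means inhibition at 2 µM at or above a set limit, the screen mean plus 3 SD, cut at about 24% in these data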;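 further: 0% = DMSO with enzyme and 100% = enzyme fully blocked by orthovanadate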
FAK inh = inhibitors of human focal adhesion kinase. Q05397. biochemical FAK kinase activity assay. inhibition, %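 (tested at 7 µM)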. hit rate 0.84% among 97,000. AID 727; in the data active means inhibition above about 19%;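 further: 0% = DMSO and 100% = reference compound high control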
Target sequence (Q05397 whole entry, looked up): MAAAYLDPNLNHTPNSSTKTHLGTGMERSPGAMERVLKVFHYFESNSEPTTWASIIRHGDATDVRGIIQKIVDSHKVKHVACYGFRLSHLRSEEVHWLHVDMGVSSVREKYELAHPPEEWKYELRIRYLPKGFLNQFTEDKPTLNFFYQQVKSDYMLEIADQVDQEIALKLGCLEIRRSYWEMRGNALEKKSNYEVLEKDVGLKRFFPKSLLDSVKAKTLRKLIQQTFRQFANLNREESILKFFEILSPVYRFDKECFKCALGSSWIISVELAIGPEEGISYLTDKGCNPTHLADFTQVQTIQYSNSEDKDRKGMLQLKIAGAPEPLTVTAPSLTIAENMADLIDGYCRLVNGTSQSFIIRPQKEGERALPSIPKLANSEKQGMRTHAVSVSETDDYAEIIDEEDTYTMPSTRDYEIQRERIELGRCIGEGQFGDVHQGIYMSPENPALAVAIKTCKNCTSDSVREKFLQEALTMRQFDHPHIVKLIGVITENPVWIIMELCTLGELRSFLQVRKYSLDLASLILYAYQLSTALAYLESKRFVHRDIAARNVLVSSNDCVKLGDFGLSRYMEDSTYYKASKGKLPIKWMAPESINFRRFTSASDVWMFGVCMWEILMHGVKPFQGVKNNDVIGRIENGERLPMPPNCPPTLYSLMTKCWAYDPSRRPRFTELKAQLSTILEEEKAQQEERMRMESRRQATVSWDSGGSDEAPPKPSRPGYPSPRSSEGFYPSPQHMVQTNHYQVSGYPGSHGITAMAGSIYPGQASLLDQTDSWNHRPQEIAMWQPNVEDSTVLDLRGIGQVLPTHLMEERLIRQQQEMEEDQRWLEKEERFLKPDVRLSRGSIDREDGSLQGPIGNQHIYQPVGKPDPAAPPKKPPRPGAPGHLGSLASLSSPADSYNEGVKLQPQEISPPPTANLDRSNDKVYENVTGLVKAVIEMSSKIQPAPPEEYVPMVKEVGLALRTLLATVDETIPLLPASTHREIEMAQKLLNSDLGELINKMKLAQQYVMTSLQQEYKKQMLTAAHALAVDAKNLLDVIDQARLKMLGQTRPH
F-actin modifier = cytoskeleton assembly modification. HUVEC TNFa F-actin phalloidin imaging, high content. hit rate 0.18% among 91,000. inhibition, % at 2 µM. AID 836;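 active means inhibition above the batch mean plus 3 SD and confirmed as a hit by visual image inspection, cut at about 30% in these data, passing the limit was not always enough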; further: strong numbers were not always called active
EphB4 antag = antagonists of human EphB4-ephrin-B2 interaction. inhibition, % at 7 µM. P54760. EphB4 LBD / TNYL-RAW-Alexa532 peptide, fluorescence polarization. hit rate 0.15% among 97,000;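 active means inhibition above the screen-wide mean inhibition plus 3 SD, cut at about 15% in these data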;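 further: 0% = DMSO wells and 100% = excess unlabeled TNYL-RAW peptide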
PLK1 inh = blocks human PLK1 kinase activity. inhibition, % at 10 µM. AID 619. hit rate 0.53% among 97,000. P53350. recombinant PLK1 kinase, TR-FRET peptide phosphorylation;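 active means inhibition of 50% or more in the single-concentration screen; inactive means inhibition below 50%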;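 further: 0% = DMSO max control and 100% = H-89 dihydrochloride min control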
LYP act = activators of human LYP (PTPN22) phosphatase; Q9Y2R2; recombinant LYP, DiFMUP fluorescence; 0 = plate median, 100 = signal doubled; activation, % at 2 µM; hit rate 0.11% among 96,000; AID 697;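 active means activation at 2 µM above a set limit, the mean plus 5 SD, cut at about 37% in these data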
An asterisk follows results filed as active; nt = no result given.

nr	Pyk2 oligo antag	LYP act	FAK inh	PTPN22 inh 2	PLK1 PBD inh	F-actin modifier	HIV Rev-RRE inh	EphB4 antag	smiles	PLK1 inh
1	0.58	-6.5	1.3	5.3	-7.2	nt	2.1	-0.5	O=C1CSC(=NC2CCCCC2)N1	-1.5
2	-0.3	-0.2	0.7	2.2	-0.3	-6.4	4.6	-3.1	O=C(CSc1nc2cccnc2n1Cc1ccccc1)N1CCCC1	-11.0
3	-0.18	2.6	-1.0	-1.7	-4.3	-2.8	1.5	-3.8	O=C(CSc1nnc(Cn2nnc3ccccc32)o1)Nc1ccc(Cl)cc1	-11.0
4	-0.08	-7.0	1.4	3.1	-3.4	-18.6	14.2	10.2	Nn1c(=O)c2ccccc2n2c(SCc3ccc(C(F)(F)F)cc3)nnc12	12.8
5	0.17	-7.9	-0.5	11.7	-27.4	8.2	5.6	10.8	N/C(=N\OC(=O)Cc1ccccc1)c1ccccn1	-8.8
6	0.12	-6.1	1.2	4.5	4.5	-4.3	7.7	3.0	CCC(NC(=O)Nn1cnnc1)(C(F)(F)F)C(F)(F)F	-9.9
7	-1.07	-1.8	4.2	5.4	-10.5	-1.0	5.9	5.5	N#Cc1ccc(C(=O)NCC(c2ccco2)N2CCCC2)cc1 (stereo not given)	-5.8
8	-0.23	7.5	0.1	-6.8	6.5	-24.5	4.1	5.9	CCN1CCN(c2cc(C(C)(C)C)nc3c(-c4ccccc4)c(C)nn23)CC1	-3.9
9	-1.11	7.4	7.6	-4.6	1.0	7.7	9.6	5.6	Cc1sc2ncnc(NCc3cccs3)c2c1C	-1.8
10	-0.32	3.6	10.1	-4.5	12.1	nt	-2.5	-5.8	CCCc1nc(SCC(=O)Nc2ccc(N3CCOCC3)cc2)c2ccccc2n1	-5.7
11	2.22	6.5	-1.6	-2.2	-1.7	-5.5	7.9	0.6	Clc1ccc(-c2csc(N3CCC(c4ccccc4)C3)n2)cc1 (stereo not given)	-11.4
12	0.45	3.3	-2.3	-2.7	2.4	0.3	7.3	0.1	O=C(NCCCCNC(=O)c1ccc(Cl)s1)c1ccc(Cl)s1	-9.1
13	-0.15	11.6	-4.4	-5.7	-28.5	19.1	-3.0	-4.9	CC1C/C(=N/N2C(=O)CSC2=S)CC(C)(C)C1 (stereo not given)	-2.8
14	nt	9.0	0.7	-10.7	-10.2	16.2	2.9	2.5	CC1=C(C(=O)Nc2ccccc2)C(c2ccc(C)o2)N2C(=O)CSC2=N1 (stereo not given)	-2.8
15	0.03	7.5	0.4	-9.7	0.8	6.4	-2.3	-10.2	CCOC(=O)N1CCC(NS(=O)(=O)c2cc3c(cc2Cl)NC(=O)CO3)CC1	-5.6
16	0.72	7.6	0.1	-8.4	5.8	-2.8	1.3	2.9	Cc1cc(C(=O)CSc2nnc(-c3ccccc3)n2C)c(C)n1C	-9.7
17	-1.02	2.0	1.0	-5.5	-8.9	9.8	4.3	0.6	CCOc1ccc(NC(=O)CN(C)c2ccc(S(=O)(=O)N3CCOCC3)cn2)cc1OCC	-12.0
18	-1.94	-1.8	1.6	3.8	8.6	-9.2	5.7	-11.1	N#C/C(=C\c1cc([N+](=O)[O-])c(N2CCCCC2)cc1N1CCCCC1)c1nn(-c2ccccc2)c(N)c1C#N	-4.2
19	1.59	26.9	1.5	-23.0	-7.3	-15.4	1.2	-4.0	O=S(=O)(NCc1cc(-c2ccccc2)no1)c1ccc(Cl)cc1	-9.2
20	0.62	5.7	2.5	-2.2	-5.5	-11.2	1.3	-6.0	CN(CCc1ccccn1)c1ncnc2[nH]ncc12	39.6

Individual results from above.
no. 2 in PTPN22 inh 2 has 2.2
no. 4 in PTPN22 inh 2 has 3.1
no. 10 in PLK1 PBD inh has 12.1

Next section:
nr	Pyk2 oligo antag	LYP act	FAK inh	PTPN22 inh 2	PLK1 PBD inh	F-actin modifier	HIV Rev-RRE inh	EphB4 antag	smiles	PLK1 inh
21	-0.67	1.1	-1.4	-2.5	5.1	0.3	8.7	1.1	O=c1c2[nH]c3ccccc3c2ncn1CCN1CCOCC1	-4.1
22	-4.08*	-9.4	12.5	6.6	3.0	-0.2	7.1	-1.6	N#CCCn1cc(/C=N/O)c(-c2ccc(-c3ccccc3)cc2)n1	-6.4
23	-1.43	-7.6	2.3	10.2	-11.3	-2.4	3.9	3.3	CCN(C(=O)COc1cc(=O)n(CC)c2ccccc12)c1cccc(Cl)c1	-7.4
24	0.69	6.3	-2.0	-3.0	4.8	-15.5	0.5	-4.5	CC(NC(=O)C1(C)CC1(Br)Br)C(C)(C)C (stereo not given)	-14.3
25	-0.62	6.8	-6.2	-4.3	14.0	-1.9	-2.7	-2.1	CCOC(=O)C1=C(C)C(c2ccccc2OC)NC(=S)N1 (stereo not given)	6.4
26	0.23	-9.3	9.8	8.5	-18.0	-0.7	9.1	2.4	Cc1ccc(C)n1CCN1CCN(C(=O)CSc2nc3ccccc3nc2N2CCOCC2)CC1	-4.8
27	-0.6	8.5	11.2	-12.3	-32.4	7.5	8.2	-4.7	c1ccc2c(c1)NC1(CCCC1)n1c-2nc2ccccc21	-17.4
28	-0.76	-6.7	0.7	7.1	-24.6	0.9	-2.4	-3.1	CSc1ccccc1NS(=O)(=O)c1ccc2c(c1)OCCO2	-13.1
29	nt	-3.9	nt	2.4	-9.1	2.6	nt	nt	COC(=O)c1ccc(CSc2nc(C)nc3c2c(=O)n(C)c(=O)n3C)o1	-9.9
30	-0.39	-2.6	3.2	-3.0	9.6	6.9	13.5	2.3	Clc1cc(Cl)c(OCc2nc(-c3ccccn3)no2)cc1Cl	-9.1
31	-1.13	-12.8	-3.9	11.1	11.8	-11.3	-2.1	1.9	CCS(=O)(=O)C(=C(Nc1ccc(OC)cc1)Nc1ccc(OC)cc1)S(=O)(=O)CC	-15.3
32	0.24	3.1	3.0	0.5	-25.0	11.8	3.0	2.0	Cc1ccc(CSc2nnc(-c3ccncc3)n2CC2CCCO2)cc1 (stereo not given)	-17.4
33	-1.48	4.4	1.2	-2.7	-13.7	nt	0.7	-0.1	CCOC(=O)C(C(=O)Nc1ccc(C)cc1)C1CCCCC1 (stereo not given)	11.1
34	0.59	6.1	0.4	-5.5	-27.5	nt	6.3	4.0	COc1ccc(-c2c(C#N)c(N)nc3c2CCCCCC3)cc1OC	-0.7
35	-0.24	-11.0	-7.3	11.3	6.3	-11.1	7.9	2.7	CCOC(=O)CCc1cccc2c1CCC2=O	-7.3
36	0.77	6.2	3.2	-7.0	2.2	0.8	16.9	5.0	C=CCNc1oc(-c2cccc3ccccc23)nc1C#N	-6.4
37	-0.46	-8.5	-2.1	10.6	3.8	-14.6	2.5	-3.0	CC(=O)NC1=NN(c2ccccc2)C(=O)C1	-10.4
38	0.84	-0.2	-0.3	-0.9	-23.1	-0.5	7.6	5.4	CC(C)CCNC(=O)C1CCN(c2nc3ccccc3o2)CC1	-3.0
39	0.27	-5.0	9.4	7.6	7.5	-2.5	3.6	6.3	Nn1c(-c2ccccn2)nnc1-c1ccccn1	-8.0
40	-1.01	0.3	8.4	3.8	-8.2	17.3	3.0	7.6	COc1cccc(-c2cc3c(-n4cccc4)ncnc3o2)c1	-1.3

Full records as entered above. Screens in order: Pyk2 oligo antag, LYP act, FAK inh, PTPN22 inh 2, PLK1 PBD inh, F-actin modifier, HIV Rev-RRE inh, EphB4 antag, PLK1 inh
Record of N#CCCn1cc(/C=N/O)c(-c2ccc(-c3ccccc3)cc2)n1 = -4.08*, -9.4, 12.5, 6.6, 3.0, -0.2, 7.1, -1.6, -6.4
Record of CCOC(=O)C(C(=O)Nc1ccc(C)cc1)C1CCCCC1 (stereo not given) = -1.48, 4.4, 1.2, -2.7, -13.7, nt, 0.7, -0.1, 11.1
Record of O=c1c2[nH]c3ccccc3c2ncn1CCN1CCOCC1 = -0.67, 1.1, -1.4, -2.5, 5.1, 0.3, 8.7, 1.1, -4.1

The listing continues:
nr	Pyk2 oligo antag	LYP act	FAK inh	PTPN22 inh 2	PLK1 PBD inh	F-actin modifier	HIV Rev-RRE inh	EphB4 antag	smiles	PLK1 inh
41	-0.61	0.9	-0.5	-1.5	-12.5	16.3	8.6	3.9	COC(=O)c1cn(CC(=O)N2C(C)CCCC2C)c2ccccc12 (stereo not given)	-10.6
42	0.06	4.0	-8.6	-6.8	14.5	19.3	8.2	4.0	CCCCC(=O)Nc1nn(C)c2nc3c(C)cccc3cc12	-5.4
43	-2.2	4.5	-4.3	-0.6	3.0	3.0	4.8	0.1	COc1ccc(-c2nnc3c4ccccc4c(C)nn23)cc1	-12.4
44	1.33	-2.0	-1.1	6.2	-6.7	6.0	6.3	-8.4	Clc1cccc2sc(N3CCCC3)nc12	-8.5
45	-0.17	0.0	6.8	-2.4	-18.5	-8.8	9.1	-0.5	CCc1nc(NC2CCCCC2)c(C#N)c2c1COC(C)(C)C2	-14.0
46	0.21	-2.6	-0.6	4.9	1.3	-8.1	8.9	-1.6	COC(=O)c1[nH]c2cc(OC)c(OC)cc2c1NC(=O)Oc1ccccc1	-4.6
47	-0.12	9.3	-1.2	-11.3	-8.8	-2.6	13.0	6.2	CCOc1ccc(S(=O)(=O)NCc2ccco2)c2ccccc12	5.4
48	0.3	2.3	-3.6	-4.4	-2.3	-13.6	3.3	-5.2	Cc1cc(C)c(C#N)c(SCc2ccccc2C(=O)O)n1	-13.1
49	1.47	-1.0	-1.0	-2.2	15.4	-7.9	2.2	-1.9	Cc1cc(NC(=O)CSc2nc(-c3ccccc3)cs2)no1	-4.2
50	nt	-0.6	-7.6	-2.4	-21.3	18.4	0.0	-9.6	COc1ccc(C)c2sc(=NC(=O)C(C)C)n(C)c12	-8.7
51	0.43	-2.1	-2.6	1.2	-1.1	17.4	2.9	-10.1	CC(C)OP(=O)(c1ccc(N(C)C)cc1)C(O)c1c(Cl)cccc1Cl (stereo not given)	-9.4
52	0.58	9.7	-2.1	-11.2	10.1	9.0	9.7	6.8	CC(=O)CSc1nnc(-c2ccncc2)n1C	-6.3
53	0.03	-3.7	-1.5	3.2	-4.6	-12.8	5.8	0.7	O=C(CN(CC1CCCO1)C(=O)CCC(=O)Nc1nccs1)NCc1ccccc1 (stereo not given)	6.8
54	1.99	-6.5	-0.6	5.6	-17.4	1.1	8.3	2.2	Cn1c(=O)c2c(nc(SCC(=O)O)n2Cc2cc3c(cc2Cl)OCO3)n(C)c1=O	-12.5
55	-0.22	-9.0	9.5	9.2	-22.1	-12.8	27.0	-0.4	c1cncc(-c2nc3ccccc3o2)c1	2.5
56	-0.91	1.3	-1.0	1.6	15.7	-18.1	11.3	-3.1	Cc1nn(-c2ccc(Cl)c(Cl)c2Cl)c(=O)c2ccccc12	-17.7
57	0.25	6.6	-4.1	-2.3	7.7	6.7	4.7	1.4	C=CCSc1nnc(-c2cc3c(-c4ccccc4)nn(C)c3s2)n1C	2.1
58	-0.15	-18.5	-0.9	17.2	27.1	6.0	9.2	1.3	CC(Oc1ccc(Cl)cc1Cl)C(=O)N/N=C1\CCCc2ccccc21 (stereo not given)	-5.3
